Source: PubChem BioAssay
AmpC inh no detg = qHTS Inhibitors of AmpC Beta-Lactamase (assay without detergent) | AmpC nitrocefin hydrolysis, absorbance 480 nm, 0.0001% Triton | Potency, µM (highest dose often 57.1 µM), inactives show at the top dose activity change, negative = inhibition, most hits filed as inhibitors | actives 0.52% (n = 330,000) | AID 485341, 2010;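 further: potency means the concentration at half of the fitted maximal effect; plate controls were no compound for no effect and no enzyme for full effect; nearly all actives have a fitted effect of over 20% in size; some results filed as inactive show a strong effect at the top dose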
Target sequence (P00811 whole entry, looked up): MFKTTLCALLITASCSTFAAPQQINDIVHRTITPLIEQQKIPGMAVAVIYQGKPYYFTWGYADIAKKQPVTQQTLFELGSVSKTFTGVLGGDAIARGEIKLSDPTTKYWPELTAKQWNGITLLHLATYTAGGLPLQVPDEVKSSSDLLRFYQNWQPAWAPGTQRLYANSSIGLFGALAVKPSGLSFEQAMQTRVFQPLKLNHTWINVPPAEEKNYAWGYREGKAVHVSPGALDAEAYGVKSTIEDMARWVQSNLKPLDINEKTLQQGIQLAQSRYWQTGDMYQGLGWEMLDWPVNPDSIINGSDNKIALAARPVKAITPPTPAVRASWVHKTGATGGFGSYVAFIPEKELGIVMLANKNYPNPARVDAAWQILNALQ
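AmpC (5.3 nM in the dispensed reagent) in 20 mM phosphate pH 7.0 with 0.01% (detergent screen) or 0.0001% Triton X-100 was preincubated with compounds for 15 min at room temperature. Nitrocefin was then added from an 800 uM solution, and hydrolysis was followed at 480 nm.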
Giardia FBPA inh = qHTS Assay for Inhibitors of Fructose-1,6-bisphosphate Aldolase from Giardia Lamblia. purified Giardia FBPA. Potency, µM (doses to about 59.6 µM), for the others: top-dose activity, negative = inhibition, hits mostly inhibitors. actives 0.71% (n = 290,000); further: potency means the concentration at half of the fitted maximal effect; nearly all actives have a fitted effect of over 55% in size
Target sequence (A8B2U2 whole entry, looked up): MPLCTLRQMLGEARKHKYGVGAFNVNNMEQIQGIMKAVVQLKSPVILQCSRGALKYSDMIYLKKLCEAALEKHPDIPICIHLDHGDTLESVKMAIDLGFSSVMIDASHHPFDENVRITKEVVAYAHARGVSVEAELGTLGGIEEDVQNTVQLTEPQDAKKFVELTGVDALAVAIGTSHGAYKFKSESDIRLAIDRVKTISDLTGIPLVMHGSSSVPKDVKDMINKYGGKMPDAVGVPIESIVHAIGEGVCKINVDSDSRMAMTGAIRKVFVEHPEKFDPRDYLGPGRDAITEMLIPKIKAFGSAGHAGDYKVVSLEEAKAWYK
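Giardia FBPA (40 nM reagent) was preincubated 10 min at RT with compound (up to 57.5 uM final), then substrate plus GAPDH/TPI/NAD/arsenate coupling system with diaphorase/resazurin was added; resorufin fluorescence (525/598 nm) was read after 20 min.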
AmpC detergent = qHTS Inhibitors of AmpC Beta-Lactamase (assay with detergent). AmpC hydrolysis of nitrocefin, absorbance 480 nm, 0.01% Triton. actives 0.041% (n = 370,000). P00811. Potency, µM (highest dose often 114 µM), for inactives: top-dose activity change, negative = inhibition, most hits filed as inhibitors;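 further: potency means the concentration at half of the fitted maximal effect; 0% = no-compound wells and -100% = no-enzyme wells; nearly all actives have a fitted effect of over 25% in size; some results filed as inactive show a strong effect at the top dose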
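AmpC (5.3 nM in the dispensed reagent) in 20 mM phosphate pH 7.0 with 0.01% (detergent screen) or 0.0001% Triton X-100 was preincubated with compounds for 15 min at room temperature. Nitrocefin was then added from an 800 uM solution, and hydrolysis was followed at 480 nm.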
Sm TGR inh = qHTS Assay for the Inhibitors of Schistosoma Mansoni Peroxiredoxins; actives 3% (n = 360,000); Potency, µM (titrated, usually from 114 µM), for inactives: top-dose activity change, negative = inhibition, hits mostly inhibitors; Schistosoma mansoni thioredoxin glutathione reductase (TGR), Q962Y6; purified TGR, DTNB reduction, TNB absorbance 405 nm; further: potency means the concentration at half of the fitted maximal effect; nearly all actives have a fitted effect of over 60% in size
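TGR 20 nM + NADPH 100 uM (dispensed conc.), cpd preinc 15 min RT; start with NADPH (500 uM addition) then DTNB (15 mM addition). Kinetic TNB absorbance, 405 nm filter. Four-parameter Hill fit across titration.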
HCMV inh = qHTS Assay for inhibitors of the human cytomegalovirus (HCMV); HFF cells, HCMV-luciferase reporter, 72 h; active compounds read low; activity change, negative = inhibition, % at 57.5 µM; actives 4.5% (n = 410,000); in the data active means activity change below about -60%; inconclusive means no clear call, values can overlap the other calls; inactive means above about -39%
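Cell-based, HFFs, 1000 cells/well, 16 h 37C; cpds in DMSO + HCMV-luc, MOI 1 PFU/cell; 72 h 37C; OneGlo luminescence after 5 min RT; norm. to buffer vs Salinomycin 10uM.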
HCV inh = qHTS Assay for Inhibitors of Hepatitis C Virus (HCV); actives 3.4% (n = 340,000); Potency, µM (highest dose often 41.8 µM), for the others: at the highest dose activity change, negative = inhibition, most hits filed as inhibitors; Huh7.5.1 HCVcc-Cre infection, luciferase reporter, 44 h; further: potency means the concentration at half of the fitted maximal effect
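HCVcc-Cre virus at an moi near 0.5 was added right after compound to cells cultured 4 h from seeding (1,000 cells/well). Luciferase activity was determined 44 h later, 15 min after substrate addition at RT.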
The depositor's hits bear a star; ? = inconclusive; / = no result given; [ ] = dose if it differs, or a comment. Unless noted, the call rests on the fitted dose curve; in most records, active means well fitted curve in the direction sought with a large enough effect; inconclusive means small, poorly fitted or top-dose-only effect, or another doubt; inactive means no such curve, though single readings can be large; an effect the other way counts as inactive or inconclusive. Unless noted, on the % scale 0 is the no-effect control and ±100 the full control effect.

1	CC(C)c1nnc(NC(=O)Cc2cccs2)s1
2	CC(=O)C1=C(c2ccccc2)NC(=O)NC1c1ccccc1OCC#N (stereo unspecified)
3	COc1cccc(-c2noc(CCC(=O)NC3CCCCC3)n2)c1
4	COC(=O)c1sccc1NC(=O)Nc1cccc(F)c1
5	N#Cc1c(-c2ccc(Cl)cc2)c2c([nH]c1=O)-c1ccccc1OC2
Screen / compound no. | 1 | 2 | 3 | 4 | 5
AmpC inh no detg | -20% | -16% | -2% | -27% | -37%
Giardia FBPA inh | 5% | ? | 4% | -20% | 7%
AmpC detergent | ? | -7% | 1% | ? | 0%
Sm TGR inh | 3% | 0% | 4% | 1% | 6%
HCMV inh | 30 | -22 | -21 | 26 | 6
HCV inh | -5% | 12% | -13% | -22% | 0%

6	CCOc1ccc(/C=N/OCC(=O)Nc2ccc3c(c2)OCO3)cc1
7	O=C(N/C(=C/c1ccccc1)C(=O)N1CCCCC1)c1ccco1
8	O=C(NNC(=O)c1ccccc1Br)c1cccs1
9	O=S(=O)(Nc1ccc(-c2cn3ccsc3n2)cc1)c1ccc2c(c1)OCCO2
10	O=C(COC(=O)c1cnc(Cl)c(Cl)c1)NCc1ccc2c(c1)OCO2
Screen / compound no. | 6 | 7 | 8 | 9 | 10
AmpC inh no detg | -42% | -11% | -10% | -45% | -25%
Giardia FBPA inh | -5% | 8% | 3% | 14% | -2%
AmpC detergent | -6% | 1% | -3% | -5% | -2%
Sm TGR inh | -11% | 2% | 0% | 11% | -24%
HCMV inh | -25 | -10 | 6 | 4 | 29
HCV inh | -28% | 9% | 9% | -13% | 2%

11	CCCOC(=O)Nc1cccc(C(C)=O)c1
12	CN(C)CCCn1c(=S)[nH]c2ccccc2c1=O
13	Nc1nc(N)c(S(=O)(=O)c2ccccc2)c(Nc2ccc(Br)cc2)n1
14	Cc1cc(C)n2nc(CC(=O)NNC(=O)COc3ccccc3)nc2n1
15	CCOc1ccc(NC(=O)C2CCCN(S(=O)(=O)c3c(C)noc3C)C2)cc1 (stereo unspecified)
Screen / compound no. | 11 | 12 | 13 | 14 | 15
AmpC inh no detg | -12% | -30% | / | -8% | -15%
Giardia FBPA inh | -5% | -8% | / | / | 2%
AmpC detergent | -10% | 0% | 0% | 0% | -2%
Sm TGR inh | 0% | 64%[activator] | 3% | 2% | -13%
HCMV inh | 39 | 17 | -13 | -16 | -33
HCV inh | ? | -3% | / | 15% | -3%

Some of the entries above, reformatted:
# | compound | AmpC inh no detg | Giardia FBPA inh | AmpC detergent | Sm TGR inh | HCMV inh | HCV inh
1 | CC(C)c1nnc(NC(=O)Cc2cccs2)s1 | -20% | 5% | ? | 3% | 30 | -5%
2 | CC(=O)C1=C(c2ccccc2)NC(=O)NC1c1ccccc1OCC#N (stereo unspecified) | -16% | ? | -7% | 0% | -22 | 12%
3 | COc1cccc(-c2noc(CCC(=O)NC3CCCCC3)n2)c1 | -2% | 4% | 1% | 4% | -21 | -13%
4 | COC(=O)c1sccc1NC(=O)Nc1cccc(F)c1 | -27% | -20% | ? | 1% | 26 | -22%
5 | N#Cc1c(-c2ccc(Cl)cc2)c2c([nH]c1=O)-c1ccccc1OC2 | -37% | 7% | 0% | 6% | 6 | 0%
6 | CCOc1ccc(/C=N/OCC(=O)Nc2ccc3c(c2)OCO3)cc1 | -42% | -5% | -6% | -11% | -25 | -28%
7 | O=C(N/C(=C/c1ccccc1)C(=O)N1CCCCC1)c1ccco1 | -11% | 8% | 1% | 2% | -10 | 9%
8 | O=C(NNC(=O)c1ccccc1Br)c1cccs1 | -10% | 3% | -3% | 0% | 6 | 9%
9 | O=S(=O)(Nc1ccc(-c2cn3ccsc3n2)cc1)c1ccc2c(c1)OCCO2 | -45% | 14% | -5% | 11% | 4 | -13%
10 | O=C(COC(=O)c1cnc(Cl)c(Cl)c1)NCc1ccc2c(c1)OCO2 | -25% | -2% | -2% | -24% | 29 | 2%
11 | CCCOC(=O)Nc1cccc(C(C)=O)c1 | -12% | -5% | -10% | 0% | 39 | ?
12 | CN(C)CCCn1c(=S)[nH]c2ccccc2c1=O | -30% | -8% | 0% | 64%[activator] | 17 | -3%
13 | Nc1nc(N)c(S(=O)(=O)c2ccccc2)c(Nc2ccc(Br)cc2)n1 | / | / | 0% | 3% | -13 | /
14 | Cc1cc(C)n2nc(CC(=O)NNC(=O)COc3ccccc3)nc2n1 | -8% | / | 0% | 2% | -16 | 15%
15 | CCOc1ccc(NC(=O)C2CCCN(S(=O)(=O)c3c(C)noc3C)C2)cc1 (stereo unspecified) | -15% | 2% | -2% | -13% | -33 | -3%

Carrying on.
16	Cc1ccc(S(=O)(=O)N2CCCCC2c2cccnc2)c(C)c1C (stereo unspecified)
17	COc1ccc(NC(=O)N2Cc3ccccc3CC2C(=O)NC(C)(C)C)cc1 (stereo unspecified)
18	O=C(NCc1ccc(Cl)cc1)c1ccc(CSc2nc3ccncc3[nH]2)cc1
19	COc1ccccc1NC(=O)CN1CCN(Cc2ccccc2)CC1
20	Cc1cc(Nc2cccc(F)c2)nc(NCc2ccccc2)n1
Screen / compound no. | 16 | 17 | 18 | 19 | 20
AmpC inh no detg | 50% | -6% | -58% | 64%[activator] | -21%
Giardia FBPA inh | -7% | 0% | 0% | 6% | -8%
AmpC detergent | 10% | -1% | 4% | 4% | ?
Sm TGR inh | 13% | -13% | -3% | -8% | -19%
HCMV inh | 0 | -32 | ? | -22 | 10
HCV inh | -8% | 12% | 3% | -8% | ?

21	N#C/C(=C\c1ccc(OCc2ccc(Cl)cc2)cc1)C(=O)Nc1cccc(C(=O)O)c1
22	COc1ccc(S(N)(=O)=O)cc1-c1nnc2c3ccccc3c(C)nn12
23	O=C(Nc1ccc(Oc2ccc3ccccc3c2)cc1)c1ccco1
24	O=C(Nc1ccc(S(=O)(=O)Nc2nccs2)cc1)C1CC(=O)N(c2ccccc2)C1 (stereo unspecified)
25	CCCN=C1N(CC)C[C@@H]2[C@@H]3C(=O)N(C)C(=O)[C@@H]3[C@](CC)(C(=O)OC)N12
Screen / compound no. | 21 | 22 | 23 | 24 | 25
AmpC inh no detg | -16% | -9% | 21% | -26% | -19%
Giardia FBPA inh | 1% | 1% | -9% | 3% | /
AmpC detergent | -9% | -7% | -9% | -3% | /
Sm TGR inh | -11% | 0% | 8% | 8% | /
HCMV inh | 7 | 46 | -68* | / | 30
HCV inh | 4% | 8% | ? | 2% | ?

26	N#CC1=C2SCN(C3CCCCC3)CN2C(=O)CC1c1ccc(F)cc1 (stereo unspecified)
27	COc1ccc([N+](=O)[O-])c(OC)c1C(=O)NC(=O)Nc1c(F)cc(F)cc1F
28	C#CCOC(=O)C(NC(=O)c1ccccc1)=C1CCCCC1
29	CC12CCC(C(=O)N3CCc4ccccc43)(CC1=O)C2(C)C (stereo unspecified)
30	COc1ccccc1CNC(=S)NC1CCCC1
Screen / compound no. | 26 | 27 | 28 | 29 | 30
AmpC inh no detg | / | -19% | -16% | 9% | -9%
Giardia FBPA inh | / | 8% | 1% | 4% | -5%
AmpC detergent | -2% | -5% | ? | -3% | -13%
Sm TGR inh | 3.5µM* | 10% | -23% | -21% | 0%
HCMV inh | 4 | 43 | -37 | 1 | 24
HCV inh | / | -2% | -29% | 10% | 8%

31	Fc1cccc(Cl)c1CNC(c1ccccc1)c1ccccc1
32	CCC(C)N(C(=O)COC(=O)CSc1ccc(C)c(C)c1)C1CCS(=O)(=O)C1 (stereo unspecified)
33	Cc1nn2c(nc1=O)NNC2(C)C(C)(C)C (stereo unspecified)
34	COc1cc2c(cc1OC)CN(Cc1cc(=O)oc3c(C)c(C)ccc13)CC2
35	COC(=O)c1ccc(CSc2nnc(-c3ccc4c(c3)OCO4)n2-c2ccccc2)o1
36	CCCSc1nc2sc3c(c2c(=O)n1-c1ccc(OC)cc1)CCN(C)C3
37	CCC(C)NC(=O)c1sc2nc3n(c(=O)c2c1C)CCC3 (stereo unspecified)
Screen / compound no. | 31 | 32 | 33 | 34 | 35 | 36 | 37
AmpC inh no detg | -11% | 92%[activator] | -23% | 16% | 21% | 158%[activator] | /
Giardia FBPA inh | 8% | / | -21% | -9% | 3% | -14% | /
AmpC detergent | -14% | -2% | 8% | -4% | -20% | 2% | 24%
Sm TGR inh | 2% | 2% | 6% | 0% | -11% | -1% | 6%
HCMV inh | 79 | -3 | -38 | -32 | -1 | ? | 5
HCV inh | ? | 0% | 7% | ? | -9% | 11µM* | /
